Compound activity from PubChem.
mIDH1 inhibitor – qHTS for Inhibitors of mutant isocitrate dehydrogenase 1 (IDH1): qHTS | Isocitrate dehydrogenase [NADP] cytoplasmic (Homo sapiens), O75874 | IDH1-R132H enzyme, NADPH consumption, diaphorase/resazurin fluorescence | Potency, µM (highest dose often 76.6 µM), inactives show at the top dose activity change, negative = inhibition, usual class: inhibitors | actives 0.093% (n = 390,000); also: potency is read from the fitted curve at half-maximal effect; % is scaled to controls: 0 for no effect and ±100 for the full control effect; nearly all actives have a fitted effect of over 65% in size
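IDH1-R132H (0.5 ug/mL dispensed) in pH 7.5 Tris buffer was preincubated 30 min with compound, then given a substrate mix of 0.016 mM NADPH and 2 mM alpha-KG for 80 min at room temperature; remaining NADPH was read by diaphorase/resazurin fluorescence.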
PI4K2A inh – qHTS for small molecular inhibitors of PI4K2A. Phosphatidylinositol 4-kinase type 2-alpha (Homo sapiens), Q9BTU6. actives 0.13% (n = 420,000). activity change, negative = inhibition, % at 76.9 µM. purified PI4K2A, ADP-Glo luminescence, 1 h; hits give low values; in the data active = activity change below about -50%; inconclusive = mostly about -30% to -49%;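 also: -100% = wells without enzyme as full effect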
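Compounds are screened against recombinant PI4K2A using PI as substrate and ATP, the latter dispensed at 300 microM. Reactions run one hour at ambient temperature before ADP-Glo detection; full inhibition defined by wells lacking enzyme.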
RXFP1 ag – qHTS Assay for Agonists of the Relaxin Receptor RXFP1 | Relaxin receptor 1 (Homo sapiens), Q9HBX9 | HEK293T-RXFP1 cAMP TR-FRET, 30 min; response scale: percent of porcine relaxin response, buffer zero | Potency, µM (top dose mostly 57.5 µM), without a hit: at the highest dose activation, usual class: activators | actives 0.3% (n = 370,000) | AID 2676, 2010; also: potency is read from the fitted curve at half-maximal effect; % is scaled to controls: 0 for no effect and ±100 for the full control effect; nearly all actives have a fitted effect of over 60% in size; many of its hits are not listed in these tables
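cAMP rise read by TR-FRET after 30 min, 37C compound exposure (up to 58 uM) in RXFP1-transfected HEK293 cells with Ro 20174 present. EC50 from Hill-equation fits, with 29 nM porcine relaxin as 100% and buffer as basal.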
LDHA block – qHTS assay for inhibitors of human lactate dehydrogenase; purified LDHA, NADH/diaphorase-resazurin fluorescence; hits give low values; AID 1347041, 2019; L-lactate dehydrogenase A chain (Homo sapiens), P00338; actives 0.15% (n = 480,000); activity change, % (values are at about 110 or 230 µM); in the data active = activity change below about -30%; inconclusive = mostly about -25% to -30%;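 also: plate controls were DMSO wells for no effect and wells without enzyme for full effect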
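Resorufin fluorescence (ex540/em590), read at 0 and 20 min after diaphorase/resazurin addition, reports the NADH left after a 5 min room-temperature reaction of 2 nM human LDH5 with 0.06 mM NADH and 0.2 mM pyruvate.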
TrxR1 substrate – qHTS Assay for Substrates of Mammalian Selenoprotein Thioredoxin Reductase 1 (TrxR1): qHTS | Thioredoxin reductase 1, cytoplasmic (Rattus norvegicus), O89049 | purified TrxR1 substrate turnover, NADPH consumption readout | Potency, µM (doses to about 114 µM), for the others: at the top dose activity change, negative = substrate turnover | actives 0.01% (n = 390,000); also: potency is read from the fitted curve at half-maximal effect; % is scaled to controls: 0 for no effect and ±100 for the full control effect; nearly all actives have a fitted effect of over 50% in size
Target sequence (O89049 whole entry, looked up): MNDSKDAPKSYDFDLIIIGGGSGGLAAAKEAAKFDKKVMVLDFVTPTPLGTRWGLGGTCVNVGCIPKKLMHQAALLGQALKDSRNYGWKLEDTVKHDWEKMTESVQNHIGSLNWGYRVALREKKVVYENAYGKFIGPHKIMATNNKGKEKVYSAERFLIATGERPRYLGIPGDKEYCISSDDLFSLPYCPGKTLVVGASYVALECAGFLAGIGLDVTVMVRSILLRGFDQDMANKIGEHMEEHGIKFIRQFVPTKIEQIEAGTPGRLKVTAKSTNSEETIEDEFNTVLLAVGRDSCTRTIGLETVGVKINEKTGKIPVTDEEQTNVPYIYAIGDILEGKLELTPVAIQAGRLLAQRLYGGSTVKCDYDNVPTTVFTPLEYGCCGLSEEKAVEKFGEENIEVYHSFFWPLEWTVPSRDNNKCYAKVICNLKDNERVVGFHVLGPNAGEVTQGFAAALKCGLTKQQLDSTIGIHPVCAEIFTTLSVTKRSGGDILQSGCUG
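Rat TrxR1, dispensed at 90 nM, was prereduced with 400 uM NADPH (final) for 5 min at ~22 deg C, then incubated with compound 15 min before 400 uM selenite. A first-read NADPH fluorescence drop versus no-compound background flagged substrates.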
Vif-APOBEC3F blk – qHTS for Inhibitors of Vif-A3F Interactions: qHTS; actives 0.2% (n = 390,000); HeLa A3F-eYFP + Vif (tagged APOBEC3F with the HIV-1 protein that degrades it), YFP fluorescence increase; Potency, µM (highest dose often 46.1 µM), for the others: at the highest dose activity, negative = active; also: potency is read from the fitted curve at half-maximal effect; % of control where 0% means no effect; nearly all actives have a fitted effect of over 65% in size
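HeLa cells stably expressing Vif plus C-terminally eYFP-tagged A3F were seeded, incubated overnight at 37 deg C, dosed with compound, incubated overnight again at 37 deg C. Yellow fluorescence (Ex 488/Em 500-530) reported blocked Vif-mediated A3F-eYFP degradation.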
USP1 inh – Inhibitors of USP1/UAF1: Primary Screen; Ubiquitin carboxyl-terminal hydrolase 1 (Homo sapiens), O94782; recombinant USP1/UAF1, Ub-Rhodamine cleavage fluorescence; actives 0.23% (n = 390,000); Potency, µM (top dose mostly 57.1 µM), inactives show at the top dose activity change, negative = inhibition, usual class: inhibitors; also: potency is read from the fitted curve at half-maximal effect; % is scaled to controls: 0 for no effect and ±100 for the full control effect; nearly all actives have a fitted effect of over 60% in size; inactives centre near -12
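USP1/UAF1 complex at 1 nM was preincubated with compound for 15 min at room temperature, then Ub-Rho substrate (150nM final) was added. Fluorescence (480/540 nm) was read kinetically, 6 reads every 60 seconds.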
Vif-A3G inh – qHTS for Inhibitors of Vif-A3G Interactions: qHTS. AID 602310, 2012. Potency, µM (top dose mostly 46.1 µM), for inactives: at the highest dose activity, negative = active, most hits filed as inhibitors. DNA dC->dU-editing enzyme APOBEC-3G (Homo sapiens), Q9HC16. HeLa A3G-eYFP + Vif (tagged APOBEC3G with the HIV-1 protein that degrades it), YFP fluorescence, overnight. actives 0.076% (n = 410,000);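 also: potency is read from the fitted curve at half-maximal effect; % is scaled to controls: 0 for no effect and ±100 for the full control effect; nearly all actives have a fitted effect of over 60% in size; hits raise eYFP signal because A3G escapes Vif-driven loss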
Target sequence (Q9HC16 whole entry, looked up): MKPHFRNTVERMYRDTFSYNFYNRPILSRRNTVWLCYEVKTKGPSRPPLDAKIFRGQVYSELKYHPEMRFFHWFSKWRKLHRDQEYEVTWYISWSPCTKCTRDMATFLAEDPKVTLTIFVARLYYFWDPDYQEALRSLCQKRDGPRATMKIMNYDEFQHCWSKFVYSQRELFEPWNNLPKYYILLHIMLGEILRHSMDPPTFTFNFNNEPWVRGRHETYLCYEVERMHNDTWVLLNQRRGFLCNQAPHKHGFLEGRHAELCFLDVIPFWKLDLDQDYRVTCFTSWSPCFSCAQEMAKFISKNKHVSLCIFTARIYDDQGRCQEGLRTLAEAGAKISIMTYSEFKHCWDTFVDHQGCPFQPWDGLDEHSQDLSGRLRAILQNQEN
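HeLa cells stably expressing Vif and C-terminally eYFP-tagged A3G, seeded overnight at 37 deg C, then exposed to compound by pintool overnight at 37 deg C. Rise in yellow fluorescence (Ex 488/Em 500-530, Acumen) marks blocked Vif-driven A3G degradation.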
GRP78 ERSR act – qHTS for Inducers of the Endoplasmic Reticulum Stress Response (ERSR) in Human Glioma: qHTS | actives 0.02% (n = 420,000) | U87-MG GRP78 promoter luciferase reporter, 16 h | Potency, µM, for inactives: top-dose activation, most hits filed as activators; also: potency is read from the fitted curve at half-maximal effect; series mostly up to about 76 µM; % of control where 0% means no effect; nearly all actives have a fitted effect of over 35% in size
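ERSR induction read as luciferase luminescence (Bright-Glo, 10 min at room temperature) in stably transfected human U87-MG glioma cells exposed to compounds for 16 h, using GRP78 as sensor.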
Numbers without * were called inactive; u = inconclusive; x = no result given; & = joins results of further samples; [ ] = remark or other dose. Unless noted, calls follow the shape of the dose curve; as a rule, active = well fitted curve in the direction sought with a large enough effect; inconclusive = small, poorly fitted or top-dose-only effect, or another doubt; inactive = no such curve, though single readings can be large; an effect the other way counts as inactive or inconclusive.

compound,mIDH1 inhibitor,PI4K2A inh,RXFP1 ag,LDHA block,TrxR1 substrate,Vif-APOBEC3F blk,USP1 inh,Vif-A3G inh,GRP78 ERSR act
O=C(c1ccccc1)N1CCN2C(=O)c3ccccc3C12c1ccc(Cl)cc1 (configuration not stated),2%,1,1.2%,1,7%[57.1 µM],-3%,-18%,-21%,0%
COc1ccc(-c2cc(C)nc3c(-c4ccc(OC)c(OC)c4)c(C)nn23)cc1,-2%,1,0.2%,3,-12%,0%,-13%,0%,-5%
CCOC(=O)c1cnc(SC)nc1N,1%,7,0.0%,-5,5%[57.1 µM],1%,-2%,1%,4%
Cc1c(C(=O)N2CCN(c3ccc(F)cc3)CC2)sc2nc3n(c(=O)c12)CCC3,-2%&11%,-2&3,0.9%&17%,-2&0,3%&-3%,u,-27%&-5%,0%&0%,-5%&-2%
CCc1ccc(CN(C)C(=O)CCc2nnc(-c3ccc(-c4ccccc4)cc3)o2)nc1,-3%,-2,4.3%,0,4%,-12%,-1%,0%,-10%
CCOc1ncccc1C(=O)Nc1ccc(C)cn1,2%,-2,-0.1%,-1,1%,1%,-25%,1%,11%
CCN(c1ccccc1)S(=O)(=O)c1cccc(C(=O)NCCOc2ccccc2OC)c1,6%,-1,-0.7%,0,-10%,-10%,-20%,0%,-1%
CC(C)=CCSc1nnc(CCNC(=O)OC(C)(C)C)o1,6%,2,-1.7%,-4,3%,-17%,-5%,0%,0%
O=C(CSc1ccc2nnc(-c3ccccc3)n2n1)NCC1CCCO1 (configuration not stated),2%,1,20%,-6,39%[activator][57.1 µM],-2%,-16%,-1%,-5%
Cc1ccc2c(=O)n3c(nc2c1)C(Cc1ccc(O)cc1)NC(=O)c1cc2ccccc2cc1-3 (configuration not stated),-2%,2,x,-10,x,-11%,-19%,u,-5%
C=CCN1c2ccc(Br)cc2C(=O)CS1(=O)=O,-14%,1,0.9%,0,4%&-6%,-2%,-31%,-13%&-17%,-4%&-1%
C[C@@H]1CN([C@@H](C)CO)C(=O)c2cccc(NC(=O)Nc3ccc4c(c3)OCO4)c2O[C@H]1CN(C)S(=O)(=O)c1cn(C)cn1,6%,2,x,1,0%,4%,-21%,-1%,-3%
CC1(C(=O)NS(=O)(=O)c2ccc(C#N)cc2)CCN1C(=O)CC1CC1 (configuration not stated),x,-6,x,-4,x,x,x,1%,-2%
O=S(=O)(NC1CCSc2ccccc21)c1ccc(Cl)nc1 (configuration not stated),4%,2,1.6%,-8,10%[57.1 µM],-12%,-20%,-2%,0%
CC(=O)Nc1cccc(NC(=O)c2cc(-c3ccccn3)nc3ccc(Cl)cc23)c1,-1%,-6,-0.5%,4,4%,u,-14%,0%,-5%
O=C(COC(=O)c1ccc[nH]c1=O)NCCC1=CCCCC1,3%,-2,x,11,u,-1%,-7%,-1%,-1%
O=S(=O)(c1ccccc1)c1ccccc1/C=N\O,1%,-2,1.4%,0,-8%,-11%,1%,-4%,3%
CC(C)c1ccc(/C=N/NC(=O)c2ccc(-n3cnnn3)cc2)cc1,2%,-1,-1.7%,-6,2%,6%,-22%,0%,-4%
CCOC(=O)c1c(C)[nH]c(C)c1S(=O)(=O)N1CCCC(C(=O)N2CCN(c3ccc(Cl)cc3)CC2)C1 (configuration not stated),-13%,-1,1.0%,-1,-3%[57.1 µM],0%,-11%,3%,0%
CCOC(=O)N1CCN(S(=O)(=O)c2ccc([N+](=O)[O-])cc2)CC1,6%,-5,-1.8%,-3,-17%[57.1 µM],1%,-6%,0%,-3%

An excerpt from the list above, as a working copy:
compound,mIDH1 inhibitor,PI4K2A inh,RXFP1 ag,LDHA block,TrxR1 substrate,Vif-APOBEC3F blk,USP1 inh,Vif-A3G inh,GRP78 ERSR act
CCOC(=O)c1c(C)[nH]c(C)c1S(=O)(=O)N1CCCC(C(=O)N2CCN(c3ccc(Cl)cc3)CC2)C1 (configuration not stated),-13%,-1,1.0%,-1,-3%[57.1 µM],0%,-11%,3%,0%
CCOC(=O)N1CCN(S(=O)(=O)c2ccc([N+](=O)[O-])cc2)CC1,6%,-5,-1.8%,-3,-17%[57.1 µM],1%,-6%,0%,-3%

New compounds follow:
compound,mIDH1 inhibitor,PI4K2A inh,RXFP1 ag,LDHA block,TrxR1 substrate,Vif-APOBEC3F blk,USP1 inh,Vif-A3G inh,GRP78 ERSR act
O=c1[nH]c2ccc(S(=O)(=O)N3CCN(Cc4ccccc4)CC3)cc2[nH]c1=O,1%,1,1.4%,-4,8%,-4%,-13%,-4%,-6%
CCOC(=O)C1(N(CC)CC)Sc2cc(C)ccc2NC1=O (configuration not stated),5%,3,-1.0%,1,-1%[57.1 µM],5%,-20%,-27%,-5%
CCC(=O)Nc1nc(CC(=O)Nc2ccccc2OC)cs1,7%,-6,-0.6%,0,-9%[57.1 µM],2%,-20%,0%,-8%
CCOc1ccc(NC(=O)C2CCN(S(=O)(=O)c3ccc4c(c3)N(C(C)=O)CCO4)CC2)cc1,-1%,10,-4.5%,-1,3%,3%,-14%,-1%,-3%
COCCn1c(SCC(=O)N2CCCCC2)nc2ccccc2c1=O,1%,-65*,-2.3%,-4,-5%,0%,-14%,1%,-3%
Cn1c(N2CCOCC2)c(C=O)c2ccccc21,-1%,3,-4.5%,-4,1%,1%,-16%,-2%,0%
CCC(=O)NC(=S)Nc1ccc(NC(=O)COc2ccc(Cl)cc2Cl)cc1,2%,4,15%,-1,-6%,-7%,-16%,-25%,-5%
C[C@H](NC(=O)[C@H](Cc1ccccc1)n1c(=O)[nH]c2ccccc2c1=O)C(=O)N1CCC(C(=O)O)CC1,-12%,-4,0.3%,1,3%,-7%,-7%,1%,0%
O=C(CSc1nccc(=O)[nH]1)N1N=C2/C(=C/c3ccco3)CCCC2C1c1ccco1 (configuration not stated),-32%,2,-0.5%,-4,6%[57.1 µM],10%,-21%,1%,3%
Cc1ccc(NS(=O)(=O)c2ccc3c(c2)NC(=O)C(C)C(=O)N3)cc1F (configuration not stated),6%,-25,1.0%,-13,0%,-4%,4%,-3%,-2%
COc1ccc(F)cc1-c1cc(C(=O)NCc2cc(C(F)(F)F)cc(C(F)(F)F)c2)[nH]n1,x,-1,x,-3,x,x,x,-2%,-3%
CCC(C)c1ccc(NC(=O)CC(C)=O)cc1 (configuration not stated),1%,-1,-1.5%,0,8%,7%,-20%,1%,6%
CCOc1ccc(NC(=O)CN(C)C(=O)C2CC2C)cc1OCC (configuration not stated),-2%,0,-0.8%,-3,-9%,1%,-7%,-6%,-3%
O=C(Nc1cc(Cl)ccc1N1CCOCC1)C1CC1,2%,0,x,-8,10%,-6%,-4%,1%,-2%
CC(C)OC(=O)C(C)Oc1ccc(C(=O)NCCc2ccccc2)cc1 (configuration not stated),12%,4,1.8%,-7,5%[57.1 µM],-4%,-1%,-3%,11%
CC1(Cc2ccc(S(C)(=O)=O)cc2)C(=O)Nc2ccc(Cl)cc21 (configuration not stated),x,2,x,-7,x,x,x,0%,-4%
CC(=O)N1CCc2cc(NC(=O)C3(C)CCN3Cc3ccccc3OC(F)F)ccc21 (configuration not stated),x,-3,x,-6,x,x,x,-1%,-6%
CCn1c(CNc2nc(-c3ccccc3)cs2)nnc1SCC(=O)NCc1ccccc1,13%,-16,-0.1%,-5,13%,x,-18%,1%,-5%
CCCn1c(SCC(=O)Nc2c(C)cccc2CC)nnc1C(C)C,8%,9,-0.1%,-4,-9%,-4%,-2%,-1%,-2%
CSc1ncccc1C(=O)NCC(c1cccs1)N1CCOCC1 (configuration not stated),9%,-2,0.3%,0,6%,3%,-15%,0%,-3%
CCCC(=O)C1=C(O)C(c2cccc(Oc3ccccc3)c2)CCC1=O (configuration not stated),-6%,-2,-2.3%,2,-3%,4%,3%,2%,-2%
Cc1ccc(-c2noc(CSc3nnc(-c4ccc(Cl)cc4)n3C)n2)cc1,0%,5,0.1%,-1,-2%,9%,-27%,6%,0%
CCc1cc(=O)oc2cc(C)cc(OCC(C)=O)c12,-2%,-1,4.5%,-5,41%[activator][57.1 µM],0%,2%,1%,-2%
COc1ccc(CNC(=O)c2ccc3c(c2)nc2n3CCOC2)c(OC)c1,17%,-1,-1.5%,-3,-2%[57.1 µM],1%,u,3%,1%
COc1ccc(NC(=O)c2ccc3c(c2)C(=O)N(CC2CCCO2)C3=O)cc1O (configuration not stated),11%,6,4.3%,-3,-11%,1%,-6%,0%,0%

Some of the compounds tested (hit frequency here may not be typical).
